# Screening data (PubChem BioAssay)
# TRHR agonist: agonists of human TRH receptor. activation, % at 2 µM. 0.18% of 360,000 active. P34981. TRHR cells, calcium flux fluo-8, FDSS agonist mode; in the data active = activation above about 30%; also: 0% is about no effect
#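 In this calcium-flux screen, cells bearing human TRHR are dye-loaded with fluo-8, baselined for 10 cycles, then exposed to library compounds; positive kinetic calcium responses during the agonist phase mark hits, with TRH as control.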
# D1 antagonist: blocks dopamine activation of the human D1 receptor; P21728; HEK293 TREx D1 cells, calcium flux, dopamine EC80; stronger effect = lower value; activity change, negative = inhibition, % at 10 µM; 3.2% of 360,000 active; AID 504652; in the data active = activity change below about -30%; also: % is scaled to controls: 0 for no effect and ±100 for the full control effect
# Target sequence (P21728 whole entry, looked up): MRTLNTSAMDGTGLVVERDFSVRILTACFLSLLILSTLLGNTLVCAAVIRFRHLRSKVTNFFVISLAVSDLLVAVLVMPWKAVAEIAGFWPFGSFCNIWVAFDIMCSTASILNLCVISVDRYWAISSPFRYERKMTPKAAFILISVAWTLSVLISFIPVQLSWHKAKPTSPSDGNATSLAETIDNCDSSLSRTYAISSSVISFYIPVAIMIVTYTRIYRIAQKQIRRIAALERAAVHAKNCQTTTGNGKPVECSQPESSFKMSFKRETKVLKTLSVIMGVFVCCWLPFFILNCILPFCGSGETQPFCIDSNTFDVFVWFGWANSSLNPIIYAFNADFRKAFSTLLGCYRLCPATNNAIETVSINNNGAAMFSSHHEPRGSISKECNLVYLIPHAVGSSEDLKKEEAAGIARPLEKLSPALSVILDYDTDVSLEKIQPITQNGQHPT
#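 After overnight tetracycline induction at 30 C, force-coupled D1 HEK293 cells took up a no-wash calcium dye at room temperature. Compounds were added and monitored 180 s, and the response to EC80 dopamine was then recorded.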
# RXFP1 antagonist: RXFP1 (human) relaxin receptor antagonism. HEK293-RXFP1, relaxin-stimulated cAMP HTRF, 30 min; stronger effect = lower value. activity change, negative = inhibition, % at 57.5 µM. 0.59% of 350,000 active;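 active = activity change of -60% or lower, but not beyond a set lower limit; inconclusive = change between -60% and -40%, or beyond the set limit; inactive = change above -40%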; also: % is scaled to controls: 0 for no effect and ±100 for the full control effect
# D1 ag: human D1 receptor agonism; P21728; HEK293 T-REx D1 cells, calcium flux, agonist mode; activation, % at 2 µM; 1% of 360,000 active; AID 504660; in the data active = activation above about 30%; also: 0% is about no effect
#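 Tetracycline-induced HEK293 TREx D1 cells, force-coupled to calcium signalling, were dye-loaded with a no-wash calcium kit. Compound was pin-added after a 10 s baseline. Fluorescence was read kinetically at 1 cycle/s for 180 s, with calcium rises flagged as agonism.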
# TRHR PAM: TRH receptor (human) allosteric enhancement | P34981 | TRHR cells, fluo-8 calcium fluorescence, EC20 TRH enhancement | enhancement, % at 2 µM | 0.66% of 360,000 active; in the data active = enhancement above about 30%; also: 0% is about no effect
#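 TRHR-expressing cells loaded with fluo-8 calcium dye were read kinetically (ex 480/em 530) during compound addition, then stimulated with an EC20 of TRH (10 nM final). Enhancement of the Gq-mediated intracellular calcium response was scored.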
# RXFP1 ag: agonists of human relaxin receptor RXFP1. Q9HBX9. HEK293T-RXFP1 cAMP TR-FRET, 30 min; response scale: percent of porcine relaxin response, buffer zero. Potency, µM (top dose mostly 57.5 µM), without a hit: at the highest dose activation, hits mostly activators. 0.3% of 370,000 active; also: potency is read from the fitted curve at half-maximal effect; % is scaled to controls: 0 for no effect and ±100 for the full control effect; nearly all actives have a fitted effect of over 60% in size; many of its hits are not listed in these tables
#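 HEK293 cells stably expressing RXFP1, treated 30 min at 37C with compounds plus PDE4 inhibitor Ro 20174; cAMP measured by HTRF TR-FRET. Normalized to buffer and 29 nM porcine relaxin; EC50 by Hill fit.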
# D2 potentiator: positive allosteric modulators of human D2 dopamine receptor | P14416 | HEK293 T-REx D2, calcium flux, EC20 dopamine potentiation | potentiation, % at 10 µM | 0.34% of 340,000 active | AID 485347;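 active = potentiation over 3 SD above the plate norm, cut at about 30% in these data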; also: 0% is about no effect
# Target sequence (P14416 whole entry, looked up): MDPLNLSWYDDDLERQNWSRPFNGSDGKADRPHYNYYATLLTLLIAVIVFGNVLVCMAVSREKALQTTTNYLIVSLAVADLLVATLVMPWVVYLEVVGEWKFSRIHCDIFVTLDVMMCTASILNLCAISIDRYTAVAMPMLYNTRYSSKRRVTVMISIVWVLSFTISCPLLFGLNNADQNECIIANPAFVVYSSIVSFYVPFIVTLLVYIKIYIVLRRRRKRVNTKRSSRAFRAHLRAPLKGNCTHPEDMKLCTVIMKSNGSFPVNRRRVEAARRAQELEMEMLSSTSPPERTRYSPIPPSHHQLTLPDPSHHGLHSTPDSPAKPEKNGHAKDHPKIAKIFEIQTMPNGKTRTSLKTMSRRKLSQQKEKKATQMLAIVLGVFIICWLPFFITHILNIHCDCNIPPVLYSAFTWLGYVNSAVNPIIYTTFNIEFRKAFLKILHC
#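 Potentiation of an EC20 dopamine calcium response measured kinetically over 180 s, after a preceding 180 s compound-only read flagging agonists. Cells: inducible Hek293 Trex D2 line, 4000/well, cultured overnight at 30 C before dye loading.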
# D1 PAM: human D1 dopamine receptor positive modulation; potentiation, % at 10 µM; 0.036% of 360,000 active; HEK293 TREx D1 cells, calcium flux, dopamine EC20 potentiation; P21728; in the data active = potentiation above about 30%; also: 0% is about no effect
# Anesthetic bind: binds horse apoferritin like a general anesthetic. P02791. apoferritin/1-aminoanthracene competitive binding, fluorescence. Potency, µM (titrated, usually from 77.5 µM), for inactives: at the top dose activity change, negative = displacement, actives largely listed as inhibitors. 0.074% of 350,000 active. AID 485281; also: potency is read from the fitted curve at half-maximal effect; % is scaled to controls: 0 for no effect and ±100 for the full control effect; nearly all actives have a fitted effect of over 20% in size
# Target sequence (P02791 2-175 limits assumed): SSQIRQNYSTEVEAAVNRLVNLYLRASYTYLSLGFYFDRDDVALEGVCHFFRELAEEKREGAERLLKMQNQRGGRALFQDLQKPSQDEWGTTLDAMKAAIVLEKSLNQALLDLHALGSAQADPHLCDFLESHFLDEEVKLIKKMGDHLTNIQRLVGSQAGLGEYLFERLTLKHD
#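 Apoferritin-based anesthetic binding model; compound displacement of fluorescent 1-AMA measured as endpoint fluorescence after 10 minutes at room temperature, scaled to free-ligand and complex controls.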
# Numbers without * were called inactive; u = inconclusive; x = no result given; [ ] = dose if it differs, or a comment. Unless noted, calls follow the shape of the dose curve; as a rule, active = well fitted curve in the direction sought with a large enough effect; inconclusive = small, poorly fitted or top-dose-only effect, or another doubt; inactive = no such curve, though single readings can be large; an effect the other way counts as inactive or inconclusive.
Compound | TRHR agonist | D1 antagonist | RXFP1 antagonist | D1 ag | TRHR PAM | RXFP1 ag | D2 potentiator | D1 PAM | Anesthetic bind
CCOc1ccc(CNS(=O)(=O)c2c(C(=O)N3CCCCCC3)c(C)n(C)c2C)cc1OC | -0.1 | 16 | -2 | 2 | -21 | 0.0% | -10 | -5 | 0%
Cn1c(=O)nc2n(-c3ccc(Cl)c(Cl)c3)c3cc(Cl)ccc3cc-2c1=O | 1.3 | 4 | x | 0 | 13 | 14% | 3 | 0 | 1%
COC(=O)c1ccc(-c2ccc(F)cc2)nc1C | 0.0 | 2 | 7 | 2 | 9 | 3.6% | 2 | -5 | -9%
O=C(O)CSC(=S)N1CCCCC1 | 0.4 | 3 | 12 | 4 | -1 | -0.1% | 15 | 8 | -3%
CCCCOc1ccccc1C(=O)NCCCCCC(=O)O | 0.6 | -4 | 5 | 0 | -3 | 0.6% | -11 | 3 | -15%
CC1(C)Cc2nc3oc4c(N5CCOCC5)ncnc4c3cc2CO1 | 1.8 | -10 | -9 | 2 | -1 | 1.3% | -5 | 8 | -7%
CSc1nc(C)cc(SCC(=O)Nc2ccccc2)n1 | -0.4 | 2 | -9 | -2 | 18 | 1.7% | -3 | -4 | -10%
O=C(O)C1CCCNC1 (stereo not drawn) | 0.2 | 1 | x | 5 | 0 | -0.2% | -1 | -3 | -9%
COc1ccc(S(=O)(=O)N2CCCCCC2)cc1C(=O)N(C)CC(=O)Nc1ccc(F)cc1 | 1.4 | 0 | 2 | 1 | -3 | -1.0% | -18 | 2 | x
COc1ccccc1-c1nn(Cc2ccccc2)cc1C(=O)NCC(c1ccco1)N1CCCC1 (stereo not drawn) | -0.7 | 7 | -3 | 0 | 0 | -1.3% | -12 | -4 | x

# Brought forward from above: two entries, then new ones.
Compound | TRHR agonist | D1 antagonist | RXFP1 antagonist | D1 ag | TRHR PAM | RXFP1 ag | D2 potentiator | D1 PAM | Anesthetic bind
COc1ccc(S(=O)(=O)N2CCCCCC2)cc1C(=O)N(C)CC(=O)Nc1ccc(F)cc1 | 1.4 | 0 | 2 | 1 | -3 | -1.0% | -18 | 2 | x
COc1ccccc1-c1nn(Cc2ccccc2)cc1C(=O)NCC(c1ccco1)N1CCCC1 (stereo not drawn) | -0.7 | 7 | -3 | 0 | 0 | -1.3% | -12 | -4 | x
COC(=O)c1sccc1S(=O)(=O)N(CC(=O)NCc1ccc(C)cc1)c1ccc(C)c(C)c1 | 0.0 | 1 | 0 | 2 | 4 | 13% | -6 | -3 | -15%
O=C(Cn1cnc([N+](=O)[O-])n1)NC1CC1 | 0.4 | 3 | 0 | 3 | 2 | -1.9% | 6 | -3 | -5%
CCCCn1c(CNC(=O)CC)nc2ccccc21 | 0.8 | -4 | -6 | 1 | 7 | -0.3% | -7 | -7 | 12%
CCOC(=O)N1CCN(C(=O)CNC(=O)c2nn(-c3ccc(OC)c(Cl)c3)c(=O)c3ccccc23)CC1 | -1.2 | 11 | 14 | -3 | -2 | 0.6% | 43* | -5 | -8%
O=C(Cn1cc(S(=O)(=O)Cc2cccc(Cl)c2)c2ccccc21)Nc1ccccc1C(F)(F)F | 1.1 | -10 | -20 | 5 | 8 | 2.4% | 3 | -2 | 2%
CC(=O)Nc1ccc(C(=O)Nc2ccc3c(c2)N(C2CCCC2)C(=O)c2ccccc2S3)cc1 | 0.6 | 4 | -5 | 3 | -3 | 0.9% | -15 | -1 | -6%
CN(C1CCCCC1)S(=O)(=O)c1ccc(NC(=O)Cn2nc(-c3ccc(F)cc3)ccc2=O)cc1 | 0.6 | -3 | -3 | -2 | 3 | 5.8% | 12 | -10 | -15%
O=C(Nc1ccc2c(c1)OCO2)c1ccc(Cl)nc1 | 0.3 | -10 | 4 | 0 | 6 | 0.9% | -7 | -1 | 1%
Cc1ccc(CN2CC34C=CC(O3)C(C(=O)NCc3ccc5c(c3)OCO5)C4C2=O)cc1 (stereo not drawn) | -1.0 | 8 | 7 | 2 | 0 | 4.1% | x | -5 | -9%
CC1CC2(C)Oc3ccccc3CC2C(C)C1CNCCCN(C)C (stereo not drawn) | 1.0 | -1 | -33 | 0 | 0 | 1.3% | 1 | -3 | -12%

# One compound at a time, as listed above. Order of screens: TRHR agonist	D1 antagonist	RXFP1 antagonist	D1 ag	TRHR PAM	RXFP1 ag	D2 potentiator	D1 PAM	Anesthetic bind
# Profile of `CC1CC2(C)Oc3ccccc3CC2C(C)C1CNCCCN(C)C` (stereo not drawn) = 1.0	-1	-33	0	0	1.3%	1	-3	-12%
# Profile of `O=C(Nc1ccc2c(c1)OCO2)c1ccc(Cl)nc1` = 0.3	-10	4	0	6	0.9%	-7	-1	1%
# Profile of `O=C(Cn1cc(S(=O)(=O)Cc2cccc(Cl)c2)c2ccccc21)Nc1ccccc1C(F)(F)F` = 1.1	-10	-20	5	8	2.4%	3	-2	2%

# Further records.
SMILES	TRHR agonist	D1 antagonist	RXFP1 antagonist	D1 ag	TRHR PAM	RXFP1 ag	D2 potentiator	D1 PAM	Anesthetic bind
C=CCn1c(COc2ccc(Cl)cc2)nnc1SCC(=O)NCC(=O)OCC	-0.8	10	2	1	1	1.9%	-1	-6	-12%
CC(=O)N1CC(C)Oc2ccc(S(=O)(=O)Nc3ccc(Cl)cn3)cc21 (stereo not drawn)	-0.1	-2	-5	4	9	2.3%	9	2	-3%
CC12CCC(C(=O)Nc3c(Cl)cccc3Cl)(C(Br)C1=O)C2(C)C (stereo not drawn)	2.0	7	17	5	0	-0.5%	2	-2	37%[activator]
COc1ccc(N(CC(=O)Nc2ccc3c(c2)OCO3)S(=O)(=O)c2ccccc2)c(OC)c1	-1.0	1	0	7	6	0.0%	5	-2	8%
CCOc1ccc(N(C)C(=O)C2CCN(S(=O)(=O)c3ccc4c(c3)CCCN4C(C)=O)CC2)cc1	0.0	-1	-15	0	3	0.9%	3	-3	-3%
CCCCN1CNC(=S)N(CCc2ccccc2)C1	0.3	-11	1	1	-5	1.5%	-6	-2	6%
O=C(O)CN1C(=O)/C(=C\c2cccc(OCc3ccc(Cl)cc3Cl)c2)SC1=S	-1.5	-14	18	10	7	3.0%	-24	-4	-15%
Cc1nn(Cc2ccccc2)c(C)c1C(=O)N1CCN(CC(=O)Nc2ccccc2Cl)CC1	-0.1	-12	0	0	66*	1.2%	9	2	x
CCC(=O)N1c2ccccc2CC1C(=O)NCCCN1CCN(c2cc(C)ccc2C)CC1 (stereo not drawn)	-1.2	8	-21	19	-2	-0.8%	2	3	-5%
CCOC(=O)C1=CC[C@@H](c2cccc(C)c2)N(S(=O)(=O)c2ccc(C)cc2)[C@H]1C(=O)OCC	0.2	x	x	4	-1	3.6%	-4	-4	x
O=C(OCn1nnc2ccccc2c1=O)C1CCN(S(=O)(=O)c2cccs2)CC1	-1.4	1	-9	6	9	3.6%	74*	-6	3%
CCN(c1ccccc1)S(=O)(=O)c1cc([N+](=O)[O-])ccc1N	0.0	5	-32	2	0	0.4%	1	5	-8%
Cc1ccc(N2CC(C(=O)OCC(=O)c3ccc[nH]3)CC2=O)cc1 (stereo not drawn)	-0.3	-11	6	0	-1	-0.6%	2	-6	x
COc1ccc(C(=O)Nc2sc3c(c2C(=O)O)CC(C)(C)OC3)cc1	-0.3	-12	-2	-1	2	2.0%	0	3	-4%
CCOC(=O)CCCSc1nc2sc(C)c(C)c2c(=O)[nH]1	-1.6	-8	x	3	8	-1.0%	13	-2	-3%
CCCCn1c(N)c(N(CCC(C)C)C(=O)c2ccc(C)c(S(=O)(=O)N3CCOCC3)c2)c(=O)[nH]c1=O	0.1	35	1	5	30	2.2%	-7	-2	x
CCN1CCCC1CNC(=O)c1ccc(Sc2ccc(F)cc2)c([N+](=O)[O-])c1 (stereo not drawn)	0.4	-1	-17	16	4	-0.3%	-28	-2	-12%
Cc1c(C#N)c(N)nc2c3c(sc12)NC(=O)CC3c1ccc(F)cc1 (stereo not drawn)	-0.4	-31*	x	1	-6	26%	15	-7	-10%
Cc1ccc(Cn2c(SCC(=O)NCC3CCCO3)nc3c(sc4ccccc43)c2=O)cc1 (stereo not drawn)	-0.1	1	6	-1	-13	1.3%	-4	-3	-6%
Cn1nc(C(F)(F)F)c(CO)c1Sc1ccc(F)cc1	0.1	12	-1	1	30*	-0.2%	0	1	-15%
COC(=O)c1ccc(N2C(=O)Nc3ccccc3N2O)cc1	-0.8	-3	-8	1	4	5.0%	1	6	-10%
COC(=O)C(C)Sc1nc2c([nH]c3ccccc32)c(=O)n1-c1ccc(OC)cc1 (stereo not drawn)	0.2	-7	x	1	1	1.6%	3	-7	1%
O=C(Nc1ccccc1C(=O)N1CCCCC1)c1ccccc1C(F)(F)F	0.3	-2	0	1	2	-0.4%	11	4	-6%
N/C(=N/OCC(=O)Nc1cccc2ccccc12)c1nonc1N	-0.2	-16	-7	4	2	-1.3%	-2	-1	-2%
CCC1CCCCN1CCCNC(=O)CCCOc1cc(=O)n(C)c2ccccc12 (stereo not drawn)	-0.2	-25	15	0	-3	2.9%	2	-4	-6%
CCOC(=O)c1cnn(-c2nc(-c3cccc(F)c3)cs2)c1C(F)(F)F	2.7	1	0	10	11	-0.2%	6	6	-12%
CC(C)N1CCN(C(=O)c2ccc(OC3CCN(CCc4ccccc4)CC3)cc2)CC1	0.9	11	-2	5	8	-0.9%	x	-6	-9%
CCOC(=O)c1c(C)nc(-c2ccccc2)nc1NC(=O)CC	-0.2	-9	-5	2	-17	-0.5%	-8	2	-12%
Cc1ccc(SCC(=O)N2CCCC2)cc1	0.4	14	-8	3	5	1.0%	-6	-12	u
COCCN1C(=O)c2[nH]nc(-c3ccccc3O)c2C1c1ccc(OCc2ccccc2)c(OC)c1 (stereo not drawn)	-2.9	7	1	4	1	-0.1%	-12	0	-15%
O=C1SC(Nc2ccc(Cl)cc2)C(=O)N1Cc1ccccc1 (stereo not drawn)	1.2	-22	-4	3	0	-3.2%	-16	-2	u
O=[N+]([O-])c1cc2c(cc1/C=N/NS(=O)(=O)c1ccc(Br)cc1)OCO2	0.2	14	-8	4	1	2.6%	-2	3	-19%

# These rows are one share of the data, so the mix of outcomes need not match the whole.
